GALR2 blocker: GALR2 (human) receptor antagonism | O43603 | AID 828 | GALR2-expressing cells, antagonist mode | inhibition, % at 4 µM | 0.39% of 140,000 active; in the data active = inhibition above about 27%;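 also: cells stimulated with galanin 1-16 at roughly its EC80; 0% = agonist challenge control and 100% = basal control without agonist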
Target sequence (O43603 whole entry, looked up): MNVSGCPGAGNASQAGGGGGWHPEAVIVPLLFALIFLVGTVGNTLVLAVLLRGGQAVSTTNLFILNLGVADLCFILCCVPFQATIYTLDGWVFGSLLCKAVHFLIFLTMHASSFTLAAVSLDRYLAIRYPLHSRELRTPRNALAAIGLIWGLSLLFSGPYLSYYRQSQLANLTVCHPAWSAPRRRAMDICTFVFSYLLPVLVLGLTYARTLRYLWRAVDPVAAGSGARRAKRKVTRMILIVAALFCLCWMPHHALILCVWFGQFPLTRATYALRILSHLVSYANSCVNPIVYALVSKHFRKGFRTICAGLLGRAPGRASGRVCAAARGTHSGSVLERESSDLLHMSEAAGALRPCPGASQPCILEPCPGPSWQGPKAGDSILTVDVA
NPY-Y2 antag: blocks the human neuropeptide Y Y2 receptor; inhibition, % at 2.7 µM; NPY-Y2 expressing cells, antagonist mode; 0.99% of 140,000 active; in the data active = inhibition above about 17%;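 also: 0% = vehicle with agonist challenge and 100% = reference antagonist with challenge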
Target sequence (P49146 whole entry, looked up): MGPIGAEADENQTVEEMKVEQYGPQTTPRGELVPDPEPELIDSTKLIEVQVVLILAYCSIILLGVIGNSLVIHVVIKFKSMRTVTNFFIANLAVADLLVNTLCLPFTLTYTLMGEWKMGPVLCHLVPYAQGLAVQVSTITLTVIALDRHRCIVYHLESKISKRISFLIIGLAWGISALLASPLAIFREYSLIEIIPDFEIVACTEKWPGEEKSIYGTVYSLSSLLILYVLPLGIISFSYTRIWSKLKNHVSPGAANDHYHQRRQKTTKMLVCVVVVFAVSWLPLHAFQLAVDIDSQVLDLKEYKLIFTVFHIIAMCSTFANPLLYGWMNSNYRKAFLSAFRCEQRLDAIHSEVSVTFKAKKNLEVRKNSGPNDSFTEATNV
PTEN del growth: suppresses growth of cells with PTEN deletion. 1.2% of 140,000 active. viability, % at 10 µM. HCT116 PTEN-null viability, CellTiter-Glo, 60 h; stronger effect = lower value;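 active = viability at or below a set limit, 4 SD under the median of all tested compounds, cut at about 3.7% in these data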;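 also: PTEN knockout HCT116 line with beta catenin targeted HCT116 as companion control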
Yeast growth inh: yeast BB579 growth reduction in restrictive medium | inhibition, % at 10 µM | S. cerevisiae BB579 growth, OD615, 48 h | AID 804 | 0.51% of 140,000 active;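 active = inhibition above a set limit, 3 SD over the mean compound inhibition, cut at about 44% in these data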; also: inactives centre near -24
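Test system: S. cerevisiae DeaD strain BB579 yeast; Medium: restrictive CSMM-D medium; Compound: one dose, 10 µM compound with 0.25% DMSO; Incubation: 4 h cell preincubation, 48 h compound exposure, 30 °C humidified; Signal: OD at 615 nm; Benchmarks: amphotericin B at 10 µg/mL as positive control.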
MRP-1 activ: MRP-1 activation; viability increase, % at 10 µM; H69AR cells + doxorubicin, viability rescue, CellTiter-Glo; 0.61% of 140,000 active; AID 799;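 active = viability gain under doxorubicin at or above a set limit, the compound median plus 3 SD, cut at about 4.7% in these data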;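 also: MRP-1 overexpressing cells given doxorubicin 25 µM after compound pretreatment; 18-22 h compound pretreatment then 72 h with doxorubicin before readout; 0% = doxorubicin-only wells and 100% = vehicle-treated cells without doxorubicin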
bCat KO growth: beta-catenin-lacking colon tumor cell growth suppression. HCT116 beta-catenin knockout viability, CellTiter-Glo, 60 h; stronger effect = lower value. viability, % at 10 µM. 1.5% of 140,000 active. AID 818;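 active = viability at or under a set limit, the compound median less 4 SD, cut at about 6% in these data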;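 also: 0% = Hyamine 1622 control at 20 µM and 100% = untreated cell control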
E-sel TNF inh: TNF alpha driven E-selectin expression inhibition; inhibition, % at 2 µM; 0.71% of 120,000 active; HUVEC TNFa-induced E-selectin immunofluorescence, high content;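 active = inhibition above the batch mean plus 3 SD, and confirmed as a hit on visual image review, cut at about 43% in these data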;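 also: 0% = TNF-stimulated DMSO wells and 100% = unstimulated control wells; not every result past the cut was called active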
Measles CPE: protection of cells from measles virus; Measles virus-infected cells, CPE protection, absorbance; 1.5% of 140,000 active; protection (pct of control), % at 4 µM; in the data active = protection mostly above about 24%, no sharp cut-off; inactive = mostly below about 26%; also: some compounds called inactive have numbers as strong as hits
Phagocytosis inh: inhibitors of macrophage phagocytosis. J774A.1 macrophage IgG-bead phagocytosis, imaging. inhibition, % at 5 µM. 0.07% of 110,000 active. AID 1029;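 active = inhibition above the mean of the plate negative controls plus 5 SD, cut at about 13% in these data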;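 also: phagocytic index as fraction of beads internalized from green versus red external bead signal; plate controls were DMSO negative control for no effect and cytochalasin-D positive control for full effect; some results beyond the cut were filed as inactive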
Yeast lifespan up: yeast lifespan extension | inhibition of the nicotinamide effect, % at 10 µM | S. cerevisiae growth with nicotinamide, OD615; deaD strain in restrictive glucose medium | AID 775 | 0.68% of 130,000 active;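 active = inhibition above a set limit, placed 3 SD over the median of all compounds, cut at about 26% in these data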;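 also: 0% = nicotinamide-treated wells and 100% = cells grown without nicotinamide; some compounds called inactive have numbers as strong as hits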
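assay system = DeaD-strain S. cerevisiae | buffer or medium = restrictive glucose medium | reagent = 1.5 mM nicotinamide | compound = 10 µM single point, 0.25% DMSO | incubation = 48 h compound exposure at 30 °C, humidified | signal = OD615 measurement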
* marks the source's active call; other numbers are inactive results; · = not tested or not shown; & = joins results of further samples; ! = not active in a repeat.

SMILES	GALR2 blocker	NPY-Y2 antag	PTEN del growth	Yeast growth inh	MRP-1 activ	bCat KO growth	E-sel TNF inh	Measles CPE	Phagocytosis inh	Yeast lifespan up
Cc1ccccc1C(=O)NC(=S)NCCN1CCOCC1	-10	2	103	20	-1.7	96	-6	5	·	-6
Cn1c(SCC(=O)c2ccccc2)nnc1-c1ccco1	7	2	97	1	-1.5	84	-4	3	·	·
Cc1cc(C)n(C(=O)c2c([N+](=O)[O-])c(C)nn2C)n1	-2	3	102	-6	-1.2	87	-22	5	·	·
CN1CCc2nc(SCc3ccc(C(C)(C)C)cc3)c(C#N)cc2C1	-5	2	78	-49	-3.4	78	26	20	·	-12
Fc1cc(NCc2ccccc2)nc(NCc2ccccc2)n1	3	2	52	-13	1.9	58	-4	11	0	-9
CC(=O)N(CCCCl)C(C#N)c1ccccc1 (stereo not given)	7	0	103	-26	-0.4	91	40	7	·	-1
COc1ccc(Cl)cc1C(=O)Nc1nnn(C)n1	-7	1	100	-37	-0.6	111	16	17	0	-9
CCCN1C2CCCC1CC(NC(=O)c1ccc(F)cc1)C2 (stereo not given)	7	-1	89	13	-0.9	97	·	12	-1	-4
Cc1ccc2[nH]c(O)c(N=NC(=O)CCc3ccccc3)c2c1Br	1	3	22	-12	-3.9	30	·	6	·	-1
Cc1cc(C(=O)Nc2c(C)nn(Cc3ccccc3Cl)c2C)no1	9	3	107	-25	-0.5	102	0	·	0	-16
CCOC(=O)c1c(C)n(-c2ccc(C)cc2)c2c(C(C(C)=O)C(=O)O)c(Br)c(O)c(O)c12 (stereo not given)	-3	1	64	-13	-3.6	48	6	17	0	-7
CC(NC(=O)c1ccc(Cl)cc1)C(=O)N1CCCCC1 (stereo not given)	2	1	96	-3	0.0	94	·	14	0	-6
COc1ccc(C(=O)/C=C/Nc2ccc(S(=O)(=O)Nc3nc(C)cc(C)n3)cc2)cc1OC	-5	11	84	6	-2.9	106	25	16	-9	9
O=C(Nc1ccc(F)cc1)c1cccc2c1C(=O)N(Cc1ccccn1)C2	0	-3	95	-26	-0.7	115	-23	8	0	-15
COc1cccc(C(=O)Cn2c(=O)n(CC3CCCO3)c(=O)c3ccccc32)c1 (stereo not given)	2	8	92	-16	-2.6	94	2	3	-1	-7
O=S(=O)(N1CCCCC1)N1CCCN(S(=O)(=O)N2CCCCC2)CC1	-10	8	99	-2	-1.5	102	15	7	-4	-4
O=C(c1cc(-c2ccccc2O)on1)N1CCc2ccccc2C1	4	6	113	-64	-0.9	103	·	8	0	-8
COc1ccc(S(=O)(=O)N(CCCN2CCOCC2)Cc2cccc3ccccc23)cc1	-7	5	93	-31	-3.8	94	-23	3	3	-4
CCN(C(=O)c1c(-c2ccccc2)noc1C)c1ccccc1	6	1	95	25	-1.4	97	18	15	1	-8
CC1CCCC/C1=N\Nc1ccc(S(N)(=O)=O)cc1[N+](=O)[O-] (stereo not given)	8	1	78	-44	2.0	84	·	6	-3	4
CC1=NN(/C(=N\c2nnc(C)s2)Nc2ccccc2)[C@H](c2ccc(C)cc2)S1	-15	1	85	-22	-3.1	89	-22	5	·	·
C#CCOCCOCCOCCNc1nc(N2CCN(C(=O)Cn3cc(CCCCN)nn3)CC2)nc(N2CCN(C(=O)[C@H](C(C)C)n3cc(CCO)nn3)CC2)n1	-13	1	98	-12	-0.2	91	-12	6	·	2
Cc1cc(Br)ccc1NC(=O)C1CCCO1 (stereo not given)	-7	3	97	-21	2.4	96	-19	11	0	-6
COc1ccc(C(=O)NC(=S)NC(C)(C)C)cc1Br	-10	2	82	-1	-4.2	93	-6	12	·	0
CC(=O)Nc1ccc(NS(C)(=O)=O)cc1	6	1	89	-22	-0.1	87	2	1	0	-3

A run of entries from the list above:
SMILES	GALR2 blocker	NPY-Y2 antag	PTEN del growth	Yeast growth inh	MRP-1 activ	bCat KO growth	E-sel TNF inh	Measles CPE	Phagocytosis inh	Yeast lifespan up
CCN(C(=O)c1c(-c2ccccc2)noc1C)c1ccccc1	6	1	95	25	-1.4	97	18	15	1	-8
CC1CCCC/C1=N\Nc1ccc(S(N)(=O)=O)cc1[N+](=O)[O-] (stereo not given)	8	1	78	-44	2.0	84	·	6	-3	4
CC1=NN(/C(=N\c2nnc(C)s2)Nc2ccccc2)[C@H](c2ccc(C)cc2)S1	-15	1	85	-22	-3.1	89	-22	5	·	·
C#CCOCCOCCOCCNc1nc(N2CCN(C(=O)Cn3cc(CCCCN)nn3)CC2)nc(N2CCN(C(=O)[C@H](C(C)C)n3cc(CCO)nn3)CC2)n1	-13	1	98	-12	-0.2	91	-12	6	·	2
Cc1cc(Br)ccc1NC(=O)C1CCCO1 (stereo not given)	-7	3	97	-21	2.4	96	-19	11	0	-6
COc1ccc(C(=O)NC(=S)NC(C)(C)C)cc1Br	-10	2	82	-1	-4.2	93	-6	12	·	0
CC(=O)Nc1ccc(NS(C)(=O)=O)cc1	6	1	89	-22	-0.1	87	2	1	0	-3

More records.
SMILES	GALR2 blocker	NPY-Y2 antag	PTEN del growth	Yeast growth inh	MRP-1 activ	bCat KO growth	E-sel TNF inh	Measles CPE	Phagocytosis inh	Yeast lifespan up
O=C(Nc1ccc(O)c(-c2nc3ccccc3s2)c1)c1cc(=O)c2ccccc2o1	8	1	22	-36	-4.7	31	20	6	-1	1
Cc1ccc(CN2CCN(/N=C/c3cc(Br)cc(Br)c3O)CC2)c(C)c1	-11	5	93	-9	1.1	86	9	5	-17	1
CCC(=O)NC(=S)Nc1ccc(NC(=O)CC)cc1	-14	2	93	-43	-1.3	104	9	4	-3	5
O=C(NCc1ccc(F)cc1)c1cccc(S(=O)(=O)N2CCCC2)c1	-11	-3	96	-47	-1.1	89	·	5	0	-5
CCOC(=O)N1CCN(C(=O)CSc2cc(C)nc3c(-c4ccccc4OC)c(C)nn23)CC1	7	1	90	-75	-2.3	87	-10	5	-2	25
CCc1nnc(NC(=O)C=C(C)C)s1	28*	2	107	-12	-0.3	99	-1	13	·	·
COC(=O)c1ccc(C2CC(=O)Nc3cc(OC)c(OC)c(OC)c32)cc1 (stereo not given)	-3	0	84	-21	-2.1	83	-6	2	0	0
CC(=O)Nc1cccc(Oc2cc(C#N)c(C#N)cc2N2CCCCCC2)c1	-20	1	76	-53	3.1	69	1	8	3	-8
COc1ccc(S(=O)(=O)Nc2nc3n(n2)C(c2ccc(Cl)cc2)CC(=O)N3)cc1 (stereo not given)	-1	6	98	4	-1.8	95	-2	5	0	-10
CSC1=N/C(=C\c2c(F)cccc2Cl)C(=O)S1	12	5	102	-20	0.0	105	15	8	5	31*
N=C1C(c2ccccc2)=C(O)CN1c1ccccc1N1CCOCC1	14	1	91	-14	-0.9	89	-37	5	0	-7
CCCS(=O)(=O)c1c(S(=O)(=O)CCC)c2c(N)cccn2c1C(=O)c1ccc(Br)cc1	-3	-3	74	-49	0.7	77	16	6	·	·
Cn1c(N2CCCCC2)nc2c1c(=O)n(Cc1cccc(Br)c1)c(=O)n2C	-11	1	67	-7	-3.8	90	·	6	-1	-7
COc1ccc(C(=O)N2CCCC2)cc1	-5	1	93	17	1.3	91	4	3	0	-8
O=C(Nc1ccccc1Cl)NC1(C(=O)N2CCCC2)CCCCC1	14	0	0.8*	-10	-2.1	0.7*	9	8	·	·
Cn1c(=O)cc(SCC(=O)NCCC2=CCCCC2)c2ccccc21	10	3	100	-28	1.1	103	·	15	-11	-1
Cc1ccc(OC(=O)c2ccccc2C(=O)OCC(F)(F)C(F)F)cc1	3	-1	78	-52	-1.4	88	-14	13	2	-2
COc1ccc(NC(=O)COc2ccc(/C=N/NC(=O)c3cccnc3)cc2OC)cc1	10	1	99	-31	-2.6	100	·	3	-2	1
O=c1c(Cc2ccc(F)cc2)c(O)ccn1Cc1cccc(Cl)c1	10	2	105	-51	-1.9	96	42	12	1	-5
CCCC(=O)Nc1ccccc1N1CCN(C(=O)c2ccccc2)CC1	11	7	98	-5	-2.2	104	·	14	-1	-7
CCCCNC(=O)CCc1nc2cccnc2n1Cc1ccc(OC)cc1	2	1	105	-40	-0.8	96	21	17	-1	-3
COc1ccc2[nH]c(=O)c(CN(C(=O)COc3ccccc3)C(C)C)cc2c1	-7	4	98	-23	-4.1	91	28	3	-1	-22
COc1ccc(C2=C(CN(C)C)C(c3ccccc3)c3ccccc3O2)cc1 (stereo not given)	-2&-5	18*!	41&56	-18&-28	-1.8&-4.6	54&55	-46&-18	3&2	0&-1	7&-2
C(=C\c1ccccc1)/C=N/Nc1nncc(-c2ccccc2)n1	-2	3	72	-26	-4.8	92	·	6	-7	1
COc1ccc(NC(=S)N(CCCN2CCCCC2)Cc2cccs2)cc1	10	3	99	-5	-2.3	96	19	3	-8	-2
Other structures:
SMILES	GALR2 blocker	NPY-Y2 antag	PTEN del growth	Yeast growth inh	MRP-1 activ	bCat KO growth	E-sel TNF inh	Measles CPE	Phagocytosis inh	Yeast lifespan up
CC1CCCN(C(=O)Cn2cnc3c2c(=O)n(C)c(=O)n3C)C1 (stereo not given)	-7	0	91	-26	-0.7	90	5	13	2	-6
CCOCCCn1c(SCC(=O)Nc2cc(C(C)(C)C)nn2-c2ccccc2)nc2ccccc2c1=O	11	-2	63	9	-3.8	56	6	18	-7	-4
CN(C)c1nc(SCCOC(=O)Nc2ccccc2)nc(N(C)C)n1	-8	4	93	-27	-3.5	87	22	8	0	-6
COc1ccc(Br)cc1C(=O)Nc1ccc(Cc2ccncc2)cc1	14	2	83	-15	-4.8	76	-50	7	·	-25
CC1CCC(NC(=O)COc2ccccc2C(N)=O)CC1 (stereo not given)	-3	-1	100&99	-10	1.6	101	24	1	·	-4
O=C(NCc1cccs1)c1csc2c1CCCCC2	4	4	94	-5	0.8	94	13	34	-2	-15
CCCCNC(C(=O)Nc1ccc(Cl)c([N+](=O)[O-])c1)c1ccccc1 (stereo not given)	7	4	78	-16	-0.3	84	·	·	-7	-2
COc1ccc(C2NC(=S)N(c3ccccc3)C(C)=C2C(=O)Nc2ccccc2)cc1 (stereo not given)	1	3	96	-70	-1.8	85	1	16	0	-10
Cc1ccnc(NS(=O)(=O)c2ccc(NC(=O)Cc3cccs3)cc2)n1	2	2	104	-50	-0.1	101	-10	11	·	-16

Screening data deposited in PubChem by several laboratories.
